Source: PubChem BioAssay (National Center for Advancing Translational Sciences (NCATS))
hERG WT inh: KCNH2 (human, wildtype) channel inhibition | activity change, % at 1.84 µM | Q12809 | AID 720551 | U2OS, BacMam KCNH2, thallium flux FluxOr; stronger effect = lower value | hit rate 0.37% among 340,000;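 active means maximum activity change below -70%; inconclusive means maximum activity change between -70% and -50%; inactive means maximum activity change above -50%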; further: on the % scale 0 is the no-effect control and ±100 the full control effect
Target sequence (Q12809 whole entry, looked up): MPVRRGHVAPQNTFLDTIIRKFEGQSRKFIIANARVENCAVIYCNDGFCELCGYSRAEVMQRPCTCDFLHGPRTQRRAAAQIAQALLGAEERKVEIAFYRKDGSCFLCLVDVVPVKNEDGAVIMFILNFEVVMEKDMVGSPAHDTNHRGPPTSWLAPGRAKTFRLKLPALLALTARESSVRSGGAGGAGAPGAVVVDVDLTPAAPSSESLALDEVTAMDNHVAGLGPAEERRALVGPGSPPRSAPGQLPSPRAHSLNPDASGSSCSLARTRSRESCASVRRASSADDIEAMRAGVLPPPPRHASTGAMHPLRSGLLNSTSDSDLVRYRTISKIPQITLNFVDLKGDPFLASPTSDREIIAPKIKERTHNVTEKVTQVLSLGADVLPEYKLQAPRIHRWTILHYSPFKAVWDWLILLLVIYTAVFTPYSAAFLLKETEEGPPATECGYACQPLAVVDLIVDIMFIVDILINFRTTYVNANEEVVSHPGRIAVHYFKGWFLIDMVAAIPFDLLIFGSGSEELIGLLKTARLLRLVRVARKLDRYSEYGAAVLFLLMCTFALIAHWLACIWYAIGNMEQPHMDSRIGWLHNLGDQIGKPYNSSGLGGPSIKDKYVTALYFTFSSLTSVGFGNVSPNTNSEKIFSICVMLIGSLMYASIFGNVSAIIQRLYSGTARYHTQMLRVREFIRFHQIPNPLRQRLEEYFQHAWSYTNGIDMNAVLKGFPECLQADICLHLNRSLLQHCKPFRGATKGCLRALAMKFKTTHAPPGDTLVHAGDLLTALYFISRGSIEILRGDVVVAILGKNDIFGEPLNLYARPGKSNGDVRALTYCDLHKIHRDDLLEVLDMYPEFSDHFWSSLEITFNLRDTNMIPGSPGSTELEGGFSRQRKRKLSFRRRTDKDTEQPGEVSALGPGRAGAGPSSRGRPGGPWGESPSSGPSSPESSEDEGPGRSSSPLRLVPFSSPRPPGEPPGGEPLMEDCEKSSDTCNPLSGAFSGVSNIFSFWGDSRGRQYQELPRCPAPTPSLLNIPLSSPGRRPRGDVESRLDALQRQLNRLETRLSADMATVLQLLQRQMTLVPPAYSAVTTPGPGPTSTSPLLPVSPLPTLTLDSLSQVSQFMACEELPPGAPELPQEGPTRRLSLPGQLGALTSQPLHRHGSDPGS
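U2OS cells were transduced with wild-type KCNH2 virus (2.03 x 10^8 / mL) for 4 h at room temperature, then cultured overnight at 37 C. Thallium flux was read with FluxOr dye. Rate constants were normalized to DMSO controls.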
CXXC DNA block: blocks binding of human MLL CXXC domain to DNA | MLL-CXXC / FITC-HOXA9 DNA fluorescence polarization | Potency, µM (highest dose often 115 µM), inactives show top-dose activity change, negative = inhibition, most hits filed as inhibitors | hit rate 0.037% among 290,000 | AID 2662; active means well fitted inhibition curve with a large enough effect in the polarisation, with a control signal flat, not every such curve was filed as active; inconclusive means small, poorly fitted or top-dose-only effect, or effect the other way, or a change in a side signal; inactive means no such curve, though single readings can be large or run the other way; the % refers to the polarisation; further: potency means the concentration at half of the fitted maximal effect
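Purified MLL-CXXC (added from a 7 uM solution) was preincubated 5 min at ambient with pinned compounds in 50 mM Tris-HCl pH 7.5, 50 mM NaCl, 1 mM DTT, 0.05% BSA. Fluorescein-labeled HOX-A9 DNA (50 nM solution) followed, 30 min, then polarization read.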
TSHR antagonist: blocks TSH signaling through the human TSH receptor; hit rate 0.2% among 330,000; TSHR-expressing cells, TSH-stimulated cAMP HTRF, 2 h; stronger effect = lower value; AID 504810; activity change, negative = inhibition, % at 11.5 µM;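 active means activity change below a set negative limit, meaning inhibition stronger than a set level, cut at about -70% in these data; inconclusive means activity change between two set negative limits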; further: on the % scale 0 is the no-effect control and ±100 the full control effect
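TSHR-expressing cells, 200/well, pre-treated with compound, then stimulated with EC80 TSH (4nM final) for 2 hours at 37 deg C. cAMP measured by competitive HTRF: anti-cAMP cryptate antibody in lysis buffer plus cAMP-d2, read after 30 minutes at room temperature.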
FBPA coupling cs: counter-screen for Giardia aldolase inhibitors: coupling enzyme system; coupling enzyme system counterscreen, AmpLite Red fluorescence; activity change, negative = inhibition, % at 58.2 µM, hits read low; hit rate 0.67% among 290,000; in the data active means activity change below about -30%; further: on the % scale 0 is the no-effect control and ±100 the full control effect
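Coupling enzymes only (glyceraldehyde-3-phosphate) + compound, at 57.5 uM final, 10 min RT; add substrate/coupling/AmpLite Red mix, 20 min RT; fluorescence ex 525/em 598 nm. Actives flag coupling-system interference.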
Giardia kill: kills Giardia lamblia. Giardia lamblia trophozoite viability. activity change, % at 7.66 µM, hits read low. hit rate 0.15% among 340,000. AID 540267; in the data active means activity change below about -80%; inconclusive means between about -30% and that limit;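 further: parasites exposed to compound for two days anaerobically before the ATP read; on the % scale 0 is the no-effect control and ±100 the full control effect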
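Luminescence from cellular ATP indicates surviving trophozoites (100 cells/well) following 48 hrs anaerobic compound treatment at 37 deg C; signal develops 15-30 min at room temperature.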
Tb PFK block: inhibitors of T. brucei phosphofructokinase. O15648. T. brucei PFK, ADP-Glo luminescence. Potency, µM (titrated, usually from 57.5 µM), without a hit: top-dose activity, negative = inhibition, usual class: inhibitors. hit rate 0.17% among 330,000;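 further: potency means the concentration at half of the fitted maximal effect; 0% = uninhibited 1x PFK enzyme wells and -100% = no-enzyme wells; nearly all actives have a fitted effect of over 60% in size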
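Luminescent ADP detection (ADP-Glo, two-step: ATP depletion then ADP-to-ATP conversion for luciferase) reported PFK activity after 45 min room-temperature reaction of 1.25 nM enzyme with 0.5 mM F6P and 0.1 mM ATP at pH 8.0.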
GALK inhibitor: blocks human galactokinase activity; Purified GALK, Kinase-Glo residual ATP luminescence; Potency, µM (series often up to 57.5 µM), inactives show top-dose activity change, negative = inhibition, usual class: inhibitors; AID 1868; hit rate 0.007% among 270,000; P51570; further: potency means the concentration at half of the fitted maximal effect; on the % scale 0 is the no-effect control and ±100 the full control effect
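Kinase-Glo Plus luminescence measured ATP left after a 1 h room-temperature reaction. The reaction used 5 nM GALK, 100 uM galactose and 35 uM ATP at pH 8.0 (20 mM HEPES, 5 mM MgCl2, 60 mM NaCl, 1 mM DTT, 0.01% BSA).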
BCR signal inh: inhibitors of chronic active B-cell receptor signaling. ABC-DLBCL IkBa-CBG/CBR reporter, luminescence ratio, 4 h. Potency, µM (series often up to 46.1 µM), without a hit: at the top dose ratio change, negative = lower green/red ratio, actives largely listed as inhibitors. hit rate 0.05% among 340,000. AID 493014; active means well fitted inhibition curve with a large enough effect in the signal ratio, with a control signal flat, not every such curve was filed as active; inconclusive means small, poorly fitted or top-dose-only effect, or effect the other way, or a change in a side signal; the % refers to the signal ratio;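 further: potency means the concentration at half of the fitted maximal effect; plate controls were basal doxycycline-induced cells for no effect and cells given 10 µM MG132 for full effect; MG132 reads +100%, hits lower the ratio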
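TMD8 ABC-DLBCL cells carrying doxycycline-inducible green luciferase fused to IkappaBalpha plus unfused red luciferase were exposed to compounds (up to 46 uM) for 4 hrs at 37C. Activity came from the overlap-corrected green/red luminescence ratio.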
TCR act: activators of T cell receptors; primary human leukocytes, anti-CD3, IL-2 HTRF, 48 h; AID 504894; 330,000 tested, under 10 active; Potency, µM (highest dose often 9.22 µM), for inactives: at the highest dose activation of IL-2 secretion, actives largely listed as activators; further: % of control where 0% means no effect
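IL-2 release read by HTRF sandwich (Eu cryptate donor, d2 acceptor, 665 nm emission) after 48 hr exposure of primary human leukocytes to compound together with anti-CD3 beads in the absence of co-stimulatory signals.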
AT treatment: potential ataxia-telangiectasia treatment; Potency, µM (highest dose often 57.5 µM), for the others: top-dose activation, hits mostly activators; […] A-T fibroblasts, KAP-1 phosphorylation AlphaLISA; neocarzinostatin DNA damage 30 min before lysis; hit rate 0.19% among 320,000; further: potency means the concentration at half of the fitted maximal effect; % of control where 0% means no effect; nearly all actives have a fitted effect of over 45% in size
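hTERT-immortalized A-T patient fibroblasts ([…]), 500 cells/well in OPTI-MEM, 1% FBS, got compounds for 60 min, then NCS for 30 min at 37C. Lysates were then assayed for phospho-KAP-1 by AlphaLISA (anti-pKAP1 donor, anti-KAP1 acceptor beads), 6 hr at 25C.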
Starred values were filed as active, the others as inactive; u = inconclusive; x = not tested or not shown; [ ] = another dose, or the depositor's remark. Unless noted, the call rests on the fitted dose curve; in most records, active means well fitted curve in the direction sought with a large enough effect; inconclusive means small, poorly fitted or top-dose-only effect, or another doubt; inactive means no such curve, though single readings can be large; an effect the other way counts as inactive or inconclusive.

SMILES | hERG WT inh | CXXC DNA block | TSHR antagonist | FBPA coupling cs | Giardia kill | Tb PFK block | GALK inhibitor | BCR signal inh | TCR act | AT treatment
CCC(C)(C)n1nnnc1C(C(C)C)N(Cc1cccnc1)Cc1ccco1 (stereo not drawn) | 0 | -4% | -7 | 4 | -21 | 1% | 2% | 5% | 2% | 4%
C[C@H](CO)N1C[C@H](C)[C@@H](CN(C)C(=O)Nc2ccc(C(F)(F)F)cc2)Oc2c(NS(=O)(=O)c3ccccc3)cccc2C1=O | 3 | x | -7 | x | -1 | -5% | x | 2% | 6% | 7%
COC(=O)C1=C(C)NC2=C(C(=O)CC(C)(C)C2)C1c1cn(Cc2ccc(Br)cc2)nc1-c1ccccc1 (stereo not drawn) | -49 | 1% | 16 | -6 | -5 | 14% | -1% | -2% | -7% | 33%
CNc1ccccc1C(C)(C)c1cn(-c2ccc([N+](=O)[O-])cc2)nn1 | -1 | 15% | -1 | 4 | 12 | 0% | 15% | -4% | -4% | 3%
O=C(Nc1nnc(-c2ccccc2)s1)c1ccccc1O | 3 | 42%[activator] | -11 | -7 | -11 | u | x | x | 1% | -20%
CCN1C[C@@H]2[C@@H]3C(=O)N(Cc4ccccc4)C(=O)[C@@H]3[C@](C)(C(=O)OC)N2C1=NC1CCCCC1 | 1 | x | 13 | x | 9 | 3% | x | 0% | -1%[46.1 µM] | 11%
CCN(CC)S(=O)(=O)c1ccc(Cl)c(NC(=O)c2ccc(C#N)cc2)c1 | 4 | 25% | -10 | -1 | 1 | 4% | -3% | 1% | 12%[46.1 µM] | 1%
CCC(C)NC(=O)c1ccccc1NC(=O)c1ccc(CSc2ccc(C)cc2)cc1 (stereo not drawn) | -11 | 1% | -7 | -5 | 3 | -5% | 1% | -3% | x | 3%
CCOc1ncccc1C(=O)OC(C)C(=O)Nc1ccc(Cl)cn1 (stereo not drawn) | 11 | x | -1 | x | 6 | 4% | x | u | -2% | 16%
CCOC(=O)C1(CC2CCCCO2)CCN(Cc2nccn2-c2ccc(OC)cc2)CC1 (stereo not drawn) | -4 | 12% | 2 | 2 | -12 | 2% | 1% | -2% | 0% | 11%
CCc1cc(C(=O)Cc2ccc(F)cc2)c(O)cc1O | 1 | -3% | 14 | -2 | 4 | -7% | 1% | -1% | 0%[46.1 µM] | 0%
CN(CC(=O)NC1CCCCC1)S(=O)(=O)c1ccc(Cl)cc1 | 14 | 0% | -1 | 4 | -9 | -7% | -5% | 5% | -10% | 8%
CCN(CC)S(=O)(=O)c1cc(OC)c(Cl)cc1OC | 1 | 2% | -1 | 3 | 8 | 1% | -2% | -7% | -10% | 4%
COc1ccc(OCC(=O)Nc2ccccc2-c2ccccc2)cc1 | 2 | 7% | -11 | 0 | 15 | -7% | -1% | 14% | 1% | -3%
CCC1c2ccc(C)n2CCN1C(=O)Nc1cc(Cl)ccc1OC (stereo not drawn) | 6 | -4% | -4 | 2 | -1 | 0% | -1% | u | -3%[46.1 µM] | -1%
CCCC(=O)Nc1c(C)n[nH]c1C | -1 | 1% | 4 | -3 | 13 | 13% | -2% | u | 0% | 1%
Cc1c(C(=O)O)sc2nc(C)n(C)c(=O)c12 | 1 | -3% | 14 | 5 | 9 | -2% | 3% | u | x | 0%
O=C(O)/C=C\C(=O)Nc1ccccc1C(=O)N1CCN(c2ccc(Cl)cc2)CC1 | 4 | -20% | 8 | 9 | 4 | -15% | -1% | u | -7% | 2%
CCSc1nsc(NC(=O)Nc2ccccc2F)n1 | -15 | 2% | -20 | -1 | -17 | -7% | -3% | u | x | 2%
Cc1nc2ccc3[nH]snc3c2n1 | 6 | 8% | -3 | -16 | 0 | -9% | -3% | u | -4% | -5%
COCC(=O)N(C)C1(c2nnnn2CCOC(=O)Nc2ccc(Cl)cc2)CCCC1 | 2 | 9% | 2 | -2 | 12 | -4% | 0% | u | 1% | -4%
CCc1ccc(N(C(=O)C(F)(F)F)C(C(=O)NC2CCCCC2)c2ccncc2)cc1 (stereo not drawn) | 6 | 1% | -12 | 1 | 5 | -5% | 0% | -4% | -3% | -4%
Nc1ccc(N2CCN(c3ccc(Cl)c(Cl)c3)CC2)cc1 | 5 | 17% | -2 | 0 | 20 | u | 3% | 7% | -3%[46.1 µM] | -25%
CCCCC(=O)Nc1cc(NC(=O)CCCC)cc(C(=O)O)c1 | -5 | 3% | 1 | 2 | -15 | -9% | 0% | 2% | 2% | -5%
O=C(Oc1cccc(-n2cnnn2)c1)c1ccco1 | -2 | 136%[activator] | -9 | 2 | -2 | -5% | 1% | 0% | 1%[46.1 µM] | -2%
Cn1c(=O)c2c(nc(CN3CCN(C(=O)c4ccco4)CC3)n2Cc2ccccc2F)n(C)c1=O | 4 | -5% | 0 | 1 | 6 | 4% | 2% | 10% | -15% | 5%
CS(=O)(=O)N(CC(=O)N1CCN(Cc2ccc3c(c2)OCO3)CC1)Cc1ccc(Cl)cc1 | 6 | -3% | -12 | 3 | 2 | -5% | 2% | -17% | 4% | x
CCC(Oc1ccccc1)C(=O)Nc1ccccc1C(=O)N1CCN(C)CC1 (stereo not drawn) | -13 | 3% | -5 | x | -9 | 4% | 6% | -1% | 4% | 0%
Cc1nn(C2CCS(=O)(=O)C2)c(C)c1CN(C)C(=O)c1ccccc1 (stereo not drawn) | -2 | x | 9 | x | 7 | -1% | x | 0% | x | 8%
COc1ccc(-c2[nH]ncc2CNCCn2cccn2)c(F)c1 | 1 | -9% | 10 | 0 | -20 | -6% | 3% | 8% | 5% | -7%
NC(=O)C1CCN(CC(O)CSc2ccc(F)cc2)CC1 (stereo not drawn) | -8 | 4% | -5 | 0 | 10 | -2% | 10% | 6% | 1% | 9%
COc1ccc(S(=O)(=O)NCC2CCCO2)cc1Cl (stereo not drawn) | -1 | -16% | -3 | -2 | 13 | -1% | -5% | -3% | -3% | -6%
Cc1sc2ncnc(N[C@@H](Cc3c[nH]c4ccccc34)C(=O)O)c2c1C | -10 | 1% | 4 | 16 | -22 | -2% | 0% | -6% | -8%[46.1 µM] | 1%
Nc1nc(SCC(=O)NC2CCCCCC2)[nH]c(=O)c1-c1ccccc1 | -7 | 9% | 7 | 0 | -3 | 1% | -4% | u | 1% | -1%
CC1Oc2ccccc2C=C1/C=N\NC(=O)c1cccnc1 (stereo not drawn) | -3 | 8% | -4 | 1 | -11 | 2% | 1% | u | 3% | 0%
COC(=O)c1sccc1N/N=C(\C)c1ccc(F)c(Cl)c1 | 1 | -3% | 3 | 3 | -16 | -8% | 2% | u | -8% | x
O=C(O)c1cccc(COCC(F)(F)C(F)F)c1 | 9 | 2% | 2 | 0 | -13 | 1% | 1% | 1% | 6% | -2%
CC1CCc2nn(CC(=O)NCc3ccco3)cc2C1 (stereo not drawn) | -6 | 19% | -1 | 2 | -3 | -2% | 0% | u | 1%[46.1 µM] | 12%
Cc1cc(CNC(=O)COc2ccc([N+](=O)[O-])cc2)c2ccccc2n1 | 14 | -5% | 1 | 1 | -24 | 1% | -3% | -17% | 2% | 3%
CC1CCN(S(=O)(=O)c2ccc(NC(=O)Cn3nnc(-c4ccccc4)n3)cc2)CC1 | 20 | -2% | -19 | -1 | 3 | 1% | -3% | 2% | -5% | 3%

An excerpt from above, reduced to hERG WT inh:
| SMILES | hERG WT inh |
| --- | --- |
| O=C(O)c1cccc(COCC(F)(F)C(F)F)c1 | 9 |
| CC1CCc2nn(CC(=O)NCc3ccco3)cc2C1 (stereo not drawn) | -6 |

Compound profiles (already shown). Order of values: hERG WT inh, CXXC DNA block, TSHR antagonist, FBPA coupling cs, Giardia kill, Tb PFK block, GALK inhibitor, BCR signal inh, TCR act, AT treatment
Results for `CC1CCN(S(=O)(=O)c2ccc(NC(=O)Cn3nnc(-c4ccccc4)n3)cc2)CC1` : 20, -2%, -19, -1, 3, 1%, -3%, 2%, -5%, 3%
Results for `O=C(O)/C=C\C(=O)Nc1ccccc1C(=O)N1CCN(c2ccc(Cl)cc2)CC1` : 4, -20%, 8, 9, 4, -15%, -1%, u, -7%, 2%
Results for `CCCC(=O)Nc1c(C)n[nH]c1C` : -1, 1%, 4, -3, 13, 13%, -2%, u, 0%, 1%
